# FBW7 act: FBW7 E3 ligase activators, primary screen, biochemical, AlphaScreen, human. F-box/WD repeat-containing protein 7 (Homo sapiens), Q969H0. AlphaScreen FBW7–phospho-cyclin E peptide binding, activator screen. normalized activity (activation), % at 26.1 µM. 650,000 compounds, 0.13% hits; in the data active = normalized activity above about 1.9%;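 note: purified mutant Fbw7 with reduced substrate affinity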
# GPR151 ag: activators of human GPR151, primary screen, cell-based, PathHunter beta-arrestin, luminescence; activation, % at 11.2 µM; G-protein coupled receptor 151 (Homo sapiens), Q8TDV0; 650,000 compounds, 1% hits; PathHunter beta-arrestin GPR151 cells; in the data active = activation above about 4.9%;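 note: 0% = median of compound wells and 100% = cells with positive control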
# Target sequence (Q8TDV0 whole entry, looked up): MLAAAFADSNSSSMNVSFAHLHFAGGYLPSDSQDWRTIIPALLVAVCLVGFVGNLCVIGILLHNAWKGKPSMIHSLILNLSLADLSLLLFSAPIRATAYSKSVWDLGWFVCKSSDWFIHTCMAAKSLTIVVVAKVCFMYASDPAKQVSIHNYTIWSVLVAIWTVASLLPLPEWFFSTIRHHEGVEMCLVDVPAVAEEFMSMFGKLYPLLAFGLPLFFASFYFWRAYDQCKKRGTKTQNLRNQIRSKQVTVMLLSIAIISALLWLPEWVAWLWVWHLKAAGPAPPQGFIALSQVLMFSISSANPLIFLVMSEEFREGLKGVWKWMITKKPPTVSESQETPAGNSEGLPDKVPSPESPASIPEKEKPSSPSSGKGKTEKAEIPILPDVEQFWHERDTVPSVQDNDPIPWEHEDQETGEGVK
# TEAD-YAP inh: TEAD-YAP interaction inhibition, primary screen, TEAD-YAP interaction inhibitor project, luminescence, HEK-TIYL cells; TEAD-Gal4/YAP UAS-luciferase luminescence; inhibition, % at 9.12 µM; 640,000 compounds, 1.4% hits; in the data active = inhibition above about 32%;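 note: 0% = median of test compound wells and 100% = reference inhibitor wells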
# MITF inh: MITF inhibitors, primary screen, biochemical, AlphaScreen, human; Microphthalmia-associated transcription factor (Homo sapiens), O75030; AlphaScreen MITF homodimerization, bead proximity signal; inhibition, % at 2.6 µM; 650,000 compounds, 0.91% hits; in the data active = inhibition above about 50%;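 note: 0% = vehicle wells with protein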
# Target sequence (O75030 whole entry, looked up): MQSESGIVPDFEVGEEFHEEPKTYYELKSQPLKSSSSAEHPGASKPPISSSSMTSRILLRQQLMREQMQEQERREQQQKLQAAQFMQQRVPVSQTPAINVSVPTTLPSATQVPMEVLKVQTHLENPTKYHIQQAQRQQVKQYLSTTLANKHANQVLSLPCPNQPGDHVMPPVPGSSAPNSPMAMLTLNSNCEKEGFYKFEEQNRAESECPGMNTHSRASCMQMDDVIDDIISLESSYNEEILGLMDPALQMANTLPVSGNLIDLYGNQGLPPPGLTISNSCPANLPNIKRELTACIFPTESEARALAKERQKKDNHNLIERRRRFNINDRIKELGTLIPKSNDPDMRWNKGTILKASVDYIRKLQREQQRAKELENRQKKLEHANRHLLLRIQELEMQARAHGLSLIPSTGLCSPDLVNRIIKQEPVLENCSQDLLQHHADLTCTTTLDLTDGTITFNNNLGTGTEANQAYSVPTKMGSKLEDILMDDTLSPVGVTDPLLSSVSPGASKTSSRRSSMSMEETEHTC
# The depositor's hits bear a star; & = joins results of further samples.
# Letters – A = FBW7 act; B = GPR151 ag; C = TEAD-YAP inh; D = MITF inh
O=c1oc2ccccc2cc1-c1csc(-c2ccccc2)n1
  A = 0.0	B = -0.9	C = -2	D = 2
COc1ccc(SCC(=O)N(CCN(C)C)c2nc3c(F)cccc3s2)cc1
  A = 0.5	B = -0.4	C = 6	D = 16
COCc1ccc(-c2ccc(OC3CCN(c4ncnc5nc[nH]c45)CC3)cc2)cc1
  A = -0.1	B = -1.6	C = -8	D = 4
CCC(=O)c1ccc(OCC(O)CN2CCN(CC)CC2)cc1 (configuration not stated)
  A = 0.4	B = 1.7	C = 6	D = -4
Cc1cc(Br)ccc1SCC(=O)OCC(=O)c1ccco1
  A = -0.1	B = 3.8	C = 6	D = -2
CC(=O)c1ccc(NC(=O)C2CCN(c3ncnc4c3sc3cccc(F)c34)CC2)cc1
  A = 0.1	B = 0.1	C = 19	D = 2
CC(=O)N1CCc2c(sc3c2c(=O)n(-c2ccccc2)c(=O)n3Cc2ccccc2)C1
  A = 0.2	B = 2.5	C = -2	D = -3
COCC(=O)N1CCC(Oc2ccc(C(=O)N(C)CCCC3CCCC3)cc2)CC1
  A = 0.2	B = -0.3	C = 0	D = 10
CN(CCc1ccccc1)C(=O)c1nc2sccn2c1CNCCn1cccn1
  A = -0.2	B = -0.5	C = 11	D = 2
O=S(=O)(NCC1CCCO1)c1ccc(-n2cccn2)cc1 (configuration not stated)
  A = 0.6	B = 0.8	C = -4	D = -17
CCOC(=O)c1c(NC(=O)CSc2nnc(CNC(=O)c3ccc(OC)cc3)n2-c2ccc(Br)cc2)sc2c1CCC2
  A = 1.6	B = 0.4	C = 9	D = 15
O=C(CCCC(=O)c1ccccc1)NCc1cccc2ccccc12
  A = -0.2	B = 0.1	C = -7	D = -7
CCCc1cc(C(=O)Nc2sc3c(c2C#N)CCC3)no1
  A = -0.1	B = 0.0	C = -1	D = 7
COc1cc2ccccc2cc1C(=O)Nc1nc2c(C)cc(C)cc2s1
  A = 0.0	B = 0.5	C = 2	D = 6
COc1ccc(/C=N\N=C(/N)NO)cc1
  A = -0.2	B = -0.8	C = 2	D = -2
COc1ccc(-c2cc(-c3ccccc3)c(C#N)c(SCCS(=O)(=O)Cc3ccc(Cl)cc3)n2)cc1
  A = 0.0	B = 2.7	C = 2	D = 8
COc1cc2c(cc1OC)C(c1ccccc1)CN(CC(=O)c1ccc(Br)cc1)C2 (configuration not stated)
  A = -0.1	B = 2.0	C = -2	D = 0
C=CCNCCCOc1ccc(C)cc1Br
  A = -0.1	B = -4.8	C = -7	D = -13
CN(C(=O)C(C)(C)C)c1nc2c(s1)CCc1occc1-2
  A = 0.1	B = 1.2	C = -12	D = 1
COP(=O)(OC)c1c(C)nn(-c2c(Cl)cc(C(F)(F)F)cc2Cl)c1C
  A = 0.0	B = -2.5	C = -2	D = -7
COCCN1C(=O)c2cccc3cccc(c23)C1=O
  A = -0.1	B = 0.3	C = 8	D = 6
CC1(C)Cc2ccccc2CN1C(=O)c1ccccc1
  A = -0.1	B = 1.4	C = -5	D = -10
Cc1ccc2c(c1)N(C(=O)N1CCC(C(=O)NCc3ccc(Cl)cc3)CC1)CCO2
  A = 0.5	B = -1.0	C = 4	D = -8
COC(=O)c1ccc(C2C(C#N)=C(N)OC(C)=C2C(C)=O)cc1 (configuration not stated)
  A = -0.1	B = 0.4	C = 1	D = 0
CC(C)[C@H]1CN(C)CCN1C(=O)CC1(c2cccc(F)c2)CC(=O)N(C2CCCC2)C1=O (some centres not stated)
  A = -0.1	B = -0.6	C = -6	D = 0
Cc1ccccc1Nc1nc2nonc2nc1Nc1ccccc1C
  A = 0.0	B = -0.9	C = 13	D = 3
O=C(Nc1ccccc1)Nc1ccc(C(=O)N2CCCCC2)cc1
  A = -0.2	B = -4.0	C = -40	D = 17
CCOC(=O)c1c(NC(=O)C(C)Sc2nnc(CNC(=O)c3ccco3)n2-c2ccc(OCC)cc2)sc2c1CCCC2 (configuration not stated)
  A = -0.1	B = 2.4	C = 3	D = 0
CC1(C)CC1C(=O)Oc1ccc2ccccc2c1 (configuration not stated)
  A = 1.1	B = -1.3	C = 1	D = 4
C=CCNC(=O)C/C(C)=N/NC(=O)c1ccc([N+](=O)[O-])cc1
  A = 0.0	B = 0.5	C = -14	D = 7

# Part of the list above, tab-delimited.
structure	FBW7 act	GPR151 ag	TEAD-YAP inh	MITF inh
C=CCNCCCOc1ccc(C)cc1Br	-0.1	-4.8	-7	-13
CN(C(=O)C(C)(C)C)c1nc2c(s1)CCc1occc1-2	0.1	1.2	-12	1
COP(=O)(OC)c1c(C)nn(-c2c(Cl)cc(C(F)(F)F)cc2Cl)c1C	0.0	-2.5	-2	-7
COCCN1C(=O)c2cccc3cccc(c23)C1=O	-0.1	0.3	8	6

# (cont.)
# Letters – A = FBW7 act; B = GPR151 ag; C = TEAD-YAP inh; D = MITF inh
CC(=O)NCc1ccc2c(c1)cc(C)n2C
  A = 0.0	B = 0.0	C = -6	D = -9
COc1ccc(NC(=O)c2cc3nc(-c4ccc(OC)c(OC)c4)cc(C(F)(F)F)n3n2)c(OC)c1
  A = 0.4	B = 0.2	C = -13	D = 10
Cn1c(C(=O)O)c(CC(=O)Nc2ccc(Oc3ccccc3)cc2)c2ccccc21
  A = 0.3	B = 0.8	C = -6	D = 12
CCCCN(CCCC)c1nc(N)ncc1[N+](=O)[O-]
  A = 0.0	B = 1.0	C = 34*	D = 3
c1ccc(-c2cn[nH]c2C2CCN(Cc3ccncc3)CC2)cc1
  A = -0.2	B = -0.8	C = 2	D = 2
O=[N+]([O-])c1cc(Cl)ccc1NCCNS(=O)(=O)c1ccc(Cl)cc1
  A = -0.1	B = 1.1	C = -6	D = 5
CCOc1ccc2c(c1)-c1c(ssc1=S)C(C)(C)N2C(=O)COc1nc2ccccc2s1
  A = -0.4	B = -0.5	C = -5	D = 25
O=C(Oc1ccc(OCc2ccccc2)cc1)c1ccccc1
  A = -0.2	B = 0.3	C = -11	D = -12
CC(C)n1cnc2c(NC3CC3)nc(-c3ccc(C(N)=O)cc3)nc21
  A = 0.8	B = -1.0	C = 40*	D = 13
CCOc1cccc(NC(=O)C2CC(=O)N(C)C(=Nc3ccc(OC)cc3)S2)c1 (configuration not stated)
  A = 0.0	B = 1.0	C = 5	D = 2
O=C(c1ccc(-c2ccccc2)cc1)N1CCC(Cc2ccccc2)CC1
  A = 0.0	B = -0.6	C = 1	D = 22
CCOC(=O)CCn1c2nc(C)cc(C)c2c(=O)n1-c1ccccc1
  A = -0.2	B = -0.7	C = -2	D = -4
CCOc1ccc(-c2cn(-c3ccc(C)cc3)c(SCC(=O)Nc3ccccc3)n2)cc1
  A = -0.3	B = 0.2	C = 4	D = 6
COc1ccc(CN2CCNC(=O)C2CC(=O)N(C)Cc2ccncn2)cc1OC (configuration not stated)
  A = 0.4	B = -0.4	C = 0	D = 4
CCOC(=O)[C@@H]1CSC(CC(=O)Nc2ccc(Cl)cc2)C(=O)N1 (some centres not stated)
  A = 0.9	B = -1.0	C = 5	D = 12
CCc1ccc(-c2nc(CSCC(=O)N3CCOCC3)c(C)o2)cc1
  A = -0.2	B = -0.6	C = 18	D = 3
CCCN1CCC(N2CCN(C(=O)OCC)CC2)CC1
  A = -0.1	B = 0.1	C = 1	D = -17
Fc1ccccc1-c1cc(N2CCC3(CC2)OCCO3)nc(-c2ccncc2)n1
  A = 0.0	B = 1.3	C = -9	D = 6
CS(=O)(=O)c1ccc(-c2cc(Br)sc2-c2ccc(F)cc2)cc1
  A = -0.1&0.1	B = -0.7&3.5&1.4	C = -1	D = -14&-1&-11
CCOC(=O)C(C)Oc1ccc(C2NC(=O)NC(C)=C2C(C)=O)cc1Br (configuration not stated)
  A = 0.9	B = 2.0	C = 8	D = 9
CCOC(=O)c1ccc(NC(=O)c2ccc(C)o2)cc1
  A = 0.0	B = -4.4	C = -49	D = -14
CN1CCN(C(=O)CNC(=O)CNS(=O)(=O)c2ccccc2)CC1
  A = 0.3	B = -0.4	C = -2	D = 16
CC(=O)c1ccc(NC(=O)/C=C/c2ccc(Cl)c([N+](=O)[O-])c2)cc1
  A = 0.1	B = 0.5	C = 4	D = 8
Fc1ccccc1-c1nc(N2CCCCC2)c2ccccc2n1
  A = 0.0	B = -0.6	C = 11	D = 13
CCOC(=O)c1ccccc1NC(=O)c1cccc(OC)c1
  A = 0.3	B = -0.6	C = -2	D = 4
CCOCCn1cnc2sc(C(=O)Nc3ccc(F)cc3F)c(C)c2c1=O
  A = 0.2	B = -0.5	C = -4	D = 18
Cc1ccccc1Nc1nc2nonc2nc1N/N=C/c1ccc(F)cc1
  A = 0.1	B = 1.3	C = 6	D = 2
COC(=O)C1=CN(Cc2cccs2)C=C(C(=O)OC)C1c1ccc(OC)cc1OC
  A = 0.1	B = -0.3	C = 4	D = -5
Nc1ccc(Br)c2cccnc12
  A = -0.1	B = 0.6	C = -1	D = 15
COc1ccc(C2=N/C(=C\c3cccs3)C(=O)O2)cc1[N+](=O)[O-]
  A = 1.2	B = -0.9	C = 2	D = 17
CCC(C)NC(=O)c1cc(-c2ccc3c(c2)OCO3)on1 (configuration not stated)
  A = 0.0	B = -0.4	C = -28	D = -12
Cc1nccn1CCC(=O)N1CCc2c([nH]c3ccccc23)C1c1ccccc1F (configuration not stated)
  A = -0.1	B = 1.4	C = -15	D = 5
CC(=O)c1coc2ccc(OCC(=O)O)cc12
  A = 0.2	B = -0.9	C = 0	D = 27
Nc1ccc(C(=O)Nc2ccc([N+](=O)[O-])cc2N)cc1
  A = -0.1	B = 1.7	C = -46	D = 10
Cc1ccc2nc(-c3ccc(C)c(NC(=O)c4cc5ccccc5o4)c3)oc2c1
  A = -0.2	B = 0.6	C = -2	D = -2
CC(C)=NSc1ccc(C)cc1[N+](=O)[O-]
  A = -0.1	B = 0.9	C = 7	D = 5
Cc1noc(C)c1S(=O)(=O)N1CCN(Cc2nc(C(C)(C)C)cs2)CC1
  A = 0.0	B = 1.7	C = 0	D = 0
CCn1c(SC(C)C)nc2sc3c(c2c1=O)CCCC3
  A = -0.2	B = 2.2	C = 5	D = 2
CC(C)c1ccc(S(=O)(=O)NCC(=O)O)cc1
  A = 0.0	B = 0.3	C = 6	D = 4
CC[C@@H]1NC(=O)[C@H]2CN(C(=O)c3cccc(F)c3F)CCN2C1=O
  A = -0.2	B = 1.8	C = 0	D = -8
Cc1sc2ncnc(OCC(=O)c3ccc4c(c3)OCCO4)c2c1C
  A = 0.3	B = -0.6	C = -15	D = -1
CN1CCc2c(n(CC(O)CN3CCN(CCO)CC3)c3ccccc23)C1=O (configuration not stated)
  A = 0.1	B = 1.6	C = 12	D = -1
CCOC(=O)c1cccc(/C=C/c2ccc(OC)c(OC)c2)n1
  A = 0.1	B = 2.7	C = -86	D = 5
CCOc1ccccc1N1C(=O)NC(=O)/C(=C/c2ccc(N(C)C)cc2)C1=O
  A = -0.3	B = -1.6	C = 11	D = -10
O=C(COC(=O)c1cc[n+]([O-])cc1)Nc1cc(C(F)(F)F)ccc1Cl
  A = 0.0	B = 0.2	C = -15	D = -9
Cc1c(C)n2c3c(=O)n(CCC(C)C)c(=O)n(C)c3nc2n1CCc1ccccc1
  A = -0.2	B = 0.5	C = -6	D = 12
CCOc1ccc(/C(O)=C2/C(=O)C(=O)N(Cc3cccnc3)C2c2ccc(C(C)(C)C)cc2)cc1 (configuration not stated)
  A = 0.2	B = -0.3	C = 1	D = -6
NC(=O)c1ccsc1NC(=O)C1CC1
  A = -0.1	B = 0.3	C = -2	D = 5
O=C(NCC1CCCN(C2CCOCC2)C1)c1cccc2ccccc12 (configuration not stated)
  A = 0.0	B = -1.2	C = 1	D = 10
O=C(c1ccccc1)N1CCN(c2cc(N3CCCCC3)c(F)cc2[N+](=O)[O-])CC1
  A = -0.3	B = -0.1	C = 2	D = -5
CCOC(=O)c1ccc(/C=N/O)nc1
  A = -0.2	B = 0.2	C = -16	D = 12
COc1ccc(C2C(C)C3(NC(C)=O)NC(=O)C(C#N)(C3C)C2(C#N)C#N)cc1 (configuration not stated)
  A = 0.9	B = 0.4	C = 6	D = 10
CCOC(=O)C1=C(C)N=c2s/c(=C\c3ccccc3OC)c(=O)n2C1c1ccc(SC)cc1 (configuration not stated)
  A = 0.0	B = 0.5	C = -15	D = -5
CC(=O)c1ccc(NS(=O)(=O)c2ccc(N)cc2)cc1
  A = 0.9	B = -0.3	C = -9	D = 19
O=C1CSC(=O)N1CC(=O)N1CCc2c([nH]c3ccccc23)C1C1CCCCC1 (configuration not stated)
  A = -0.1	B = 0.0	C = -50	D = -7
O=C(CN(c1ccccc1)S(=O)(=O)c1ccccc1)N/N=C\c1cccs1
  A = 0.0	B = 0.1	C = 2	D = -5
CCOC(=O)C1=CN(C)C=C(C(=O)OCC)C1c1ccc2c(c1)OCO2
  A = 0.2	B = -0.8	C = -1	D = 12
C=C1N(CCc2ccccc2)C(=O)OC12CCCCC2
  A = -0.1	B = 0.5	C = 4	D = 1
Cc1ccc(-n2c(/C=C/c3cc4c(cc3[N+](=O)[O-])OCO4)nc3ccccc3c2=O)cc1
  A = -0.1	B = -0.7	C = -1	D = -6
COC(=O)c1ccc(NC(=O)c2cc(-c3ccccc3C)nc3ccccc23)cc1
  A = 0.2	B = -0.2	C = 14	D = 4
CCc1ccccc1NC(=O)COc1ccc(Br)cc1
  A = -0.1	B = 2.6	C = -6	D = 3
